From PubChem BioAssay
XBP1 UPR activ = activators of adaptive arm of unfolded protein response (XBP1) | hit rate 0.33% among 330,000 | activation, % at 20 µM | AID 463104 | CHO-XBP1 luciferase reporter, IRE1-XBP1 UPR activation, luminescence; percent of tunicamycin response, DMSO as zero;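 active = versus positive control, 20 µM dose yields 30% or more activation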;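 also: 100% = tunicamycin at 10 µg/mL and 0% = DMSO only wells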
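incubation = overnight seeding at 37 °C, 6 h compound treatment at 37 °C | assay system = CHO-XBP1 cells stably carrying IRE1-XBP1-driven luciferase reporter | input = 1000 cells per well | detection = luciferase luminescence | dosing = single point, 20 µM final compound, 1% DMSO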
UPR CHOP act = activators of apoptotic arm of unfolded protein response (CHOP); CHO-CHOP luciferase reporter, UPR activation, luminescence; percent of tunicamycin response over DMSO baseline; AID 449763; hit rate 0.34% among 330,000; activation, % at 10 µM;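 active = at 10 µM dose, activation of 40% or more, normalized to positive control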;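 also: 100% = tunicamycin at 10 µg/mL and 0% = DMSO alone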
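Test system: CHO-CHOP cells, stable luciferase reporter of PERK-eIF2a-CHOP signalling | Quantity: 500 CHO-CHOP cells per well | Buffer or medium: F12 plus 10% serum | Compound dosing: 10 µM single point, 0.5% DMSO | Schedule: 6 h compound treatment, 37 °C | Signal: Luciferase luminescence | Control set: Tunicamycin high control, DMSO low control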
tim23-1 inh = tim23-1 yeast growth inhibition. S. cerevisiae tim23-1 growth, BacTiter-Glo luminescence, 24 h. inhibition, % at 20 µM. hit rate 1.3% among 330,000;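 active = growth inhibition of the mutant yeast at or above 50%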;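 also: temperature-sensitive mutant grown at 25 °C; plate controls were DMSO-treated mutant yeast for no effect and medium wells lacking yeast for full effect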
Mdm2 MdmX PPI = disrupts the human Mdm2-MdmX interaction; O15151+Q00987; SaOS-2 split-luciferase Mdm2/MdmX complementation, luminescence; inhibition, % at 8 µM; hit rate 3% among 330,000; AID 485346;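 active = inhibition of at least 50% at 8 µM in the primary screen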
APJ antagonist = APJ receptor antagonism | CHO-K1 APJ beta-arrestin complementation, luminescence | inhibition, % at 20 µM | hit rate 0.32% among 330,000;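 active = inhibition above about 40% at 20 µM, limit read from the data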;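 also: cells challenged with 10 nM apelin-13 agonist together with compound; plate controls were apelin-13 plus DMSO wells for no effect and DMSO wells lacking apelin-13 for full effect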
Target sequence (P35414 whole entry, looked up): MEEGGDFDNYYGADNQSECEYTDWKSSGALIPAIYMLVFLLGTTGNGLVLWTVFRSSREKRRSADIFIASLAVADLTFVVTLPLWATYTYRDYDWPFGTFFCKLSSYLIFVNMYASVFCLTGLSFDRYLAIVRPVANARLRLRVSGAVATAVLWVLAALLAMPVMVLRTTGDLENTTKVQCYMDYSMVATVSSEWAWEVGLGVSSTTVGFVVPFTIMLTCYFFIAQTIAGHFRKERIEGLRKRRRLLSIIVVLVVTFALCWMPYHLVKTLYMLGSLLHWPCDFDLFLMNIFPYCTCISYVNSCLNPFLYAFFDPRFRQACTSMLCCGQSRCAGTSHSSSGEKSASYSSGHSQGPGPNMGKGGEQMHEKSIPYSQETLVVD
APJ agonist = agonists of human APJ apelin receptor; hit rate 0.11% among 330,000; activation, % at 20 µM; AID 2520; CHO-K1 APJ PathHunter beta-arrestin, luminescence; 0% DMSO wells, 100% apelin;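 active = activation more than six SD over the plate average, tested at 20 µM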;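 also: 0% = DMSO alone and 100% = apelin-13 at 10 nM; some results filed as inactive read as strong as hits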
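Assay system: CHO-K1 cells stably expressing ProLink-tagged human APJ and arrestin–beta-gal acceptor. Compound dosing: 20 µM single point, 1% DMSO. Times: 16-18 h seeding, 90 min dark compound exposure, 60 min detection. Detection: beta-gal luminescence. Evaluation: APJ–arrestin association signal. Controls: negative DMSO alone, positive Apelin-13 at 10 nM.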
Jurkat NFkB inh = lowers PMA/ionomycin-induced NF-kB signal in Jurkat cells. inhibition, % at 4 µM. PMA/ionomycin-induced NF-kB luciferase reporter, luminescence. hit rate 0.53% among 330,000; in the data active = inhibition above about 50%
697 NFkB inh = inhibitors of the PMA/ionomycin-induced NF-kB reporter in 697 B cells; 697 B-cell NF-kB luciferase reporter, 16 h; inhibition, % at 4 µM; hit rate 0.33% among 330,000; AID 435022; in the data active = inhibition above about 35%
Active calls of the source: *; nt = no result given. This is a random part of the collection, and some 5% of all compounds hit somewhere here.

# | Molecule | tim23-1 inh | Mdm2 MdmX PPI | APJ antagonist | Jurkat NFkB inh | APJ agonist | 697 NFkB inh | UPR CHOP act | XBP1 UPR activ
1 | CCCn1c(N)c(N(CCOC)C(=O)/C=C/c2ccc(C(=O)OC)cc2)c(=O)[nH]c1=O | -4 | -28 | 8 | 12 | -4 | 4 | 0.4 | -3
2 | CCOc1ccc(C2/C(=C(/O)c3ccc4c(c3)CC(C)O4)C(=O)C(=O)N2CCCn2ccnc2)cc1 (centres undefined) | -1 | 22 | -9 | 2 | -4 | -12 | -1.2 | -4
3 | O=C(CSc1ccc2nnc(-c3ccccn3)n2n1)Nc1nccs1 | 7 | 28 | 14 | -9 | -3 | 3 | 0.7 | -1
4 | CCOC(=O)c1ccc(NC(=O)NCc2ccn(CC)n2)cc1 | 1 | 1 | 4 | -9 | -2 | -13 | -0.5 | 3
5 | CC(C)N(C(=O)[C@H]1C[C@H](CC(=O)NCCCn2ccnc2)C(=O)N2CCc3c([nH]c4cc(CCC(=O)N(C)C)ccc34)[C@]12C)C(C)C | 24 | 14 | nt | nt | nt | 17 | 2.1 | 2
6 | CC(=O)/C(C#N)=C1\NC(=O)C(Cc2ccc(F)cc2)S1 (centres undefined) | 18 | 3 | -10 | -9 | 3 | -41 | 0.2 | -1
7 | COc1ccc(CN2CCCCC2C)c(C)c1C (centres undefined) | -1 | 6 | -13 | 13 | -4 | 16 | -0.2 | -2
8 | O=C1OC(N2C(=O)CC[C@H]2C(=O)Nc2cccc(F)c2)c2ccccc21 (some centres undefined) | 0 | 10 | -27 | -4 | 3 | -11 | -2.5 | -2
9 | Cc1ccc(C(=O)N2CC3(C)CN(C(=O)c4ccc(C)cc4)CC(C)(C2)C3=O)cc1 | 27 | 4 | 6 | -4 | -3 | -10 | -1.3 | 1
10 | CCn1c(SCC(=O)N/N=C/c2ccc(C)s2)nc2ccccc21 | 37 | 58* | 7 | 53* | 4 | -46 | 0.3 | 1
11 | OC(COc1ccc(Br)cc1)CN1CCOCC1 (centres undefined) | 9 | 10 | 10 | -20 | -1 | 6 | -2.5 | -3
12 | COc1ccc(OC)c(/C=C/c2c([N+](=O)[O-])c(=O)n(C)c(=O)n2C)c1 | 36 | 48 | -9 | -7 | -4 | -58 | 0.7 | -2
13 | CCC(Sc1ccc2nnc(-c3ccc(F)cc3)n2n1)C(=O)O (centres undefined) | 17 | -44 | -27 | -11 | -5 | 11 | 0.3 | -3
14 | S=C(c1ccc(Br)cc1)N1CCN(Cc2ccccc2)CC1 | 42 | -47 | 4 | -3 | -2 | -17 | -2.0 | -1
15 | CCOc1ccc(NC(=O)CCC(=O)NNC(=O)c2ccc(Br)o2)cc1 | 8 | 11 | -6 | -10 | 0 | -20 | -0.7 | -11
16 | CCn1cc(CN2CCN(C)C(CCO)C2)c2ccccc21 (centres undefined) | 10 | 5 | 8 | 8 | -1 | -4 | 0.6 | -1
17 | O/C(=C\Sc1nnc(Cc2ccccc2)o1)c1ccc(F)cc1 | 8 | 0 | 6 | 16 | -6 | 20 | -2.5 | -2
18 | O=C(C(Cc1ccccc1)n1cccc1)N1CCN(c2cccc(Cl)c2)CC1 (centres undefined) | 25 | 19 | 14 | 12 | -5 | -13 | 0.3 | 6
19 | N#Cc1nc(Cc2cccc3ccccc23)oc1NCc1ccc2c(c1)OCO2 | -1 | 22 | 3 | 15 | -1 | 4 | -0.1 | -1
20 | Cc1c(C(=O)NCCc2ccc3c(c2)OCCO3)oc2ccccc12 | 26 | 2 | 18 | 10 | -4 | -2 | -0.8 | -3
21 | O=C(COC(=O)c1cc(=O)[nH]c2ccccc12)NCc1ccc(Cl)cc1 | 11 | -11 | 14 | 5 | -1 | 22 | 0.2 | -2
22 | CCCS(=O)(=O)N1CCCC(C(=O)c2cccc(Cl)c2)C1 (centres undefined) | 7 | 14 | 20 | 9 | -4 | -1 | 0.8 | -3
23 | CC(NC(=O)CNC(=O)Cc1cccc2ccccc12)c1ccc(S(N)(=O)=O)cc1 (centres undefined) | 9 | 1 | 5 | -10 | -2 | 2 | -1.2 | 0
24 | CSc1nc2ccsc2c(=O)n1-c1cccnc1 | -9 | -13 | 5 | -3 | -3 | 8 | 0.1 | 1

One compound at a time, from the list above. Screens in order: tim23-1 inh | Mdm2 MdmX PPI | APJ antagonist | Jurkat NFkB inh | APJ agonist | 697 NFkB inh | UPR CHOP act | XBP1 UPR activ
O=C(C(Cc1ccccc1)n1cccc1)N1CCN(c2cccc(Cl)c2)CC1 (centres undefined) is listed with 25 | 19 | 14 | 12 | -5 | -13 | 0.3 | 6
S=C(c1ccc(Br)cc1)N1CCN(Cc2ccccc2)CC1 is listed with 42 | -47 | 4 | -3 | -2 | -17 | -2.0 | -1

The list continues:
# | Molecule | tim23-1 inh | Mdm2 MdmX PPI | APJ antagonist | Jurkat NFkB inh | APJ agonist | 697 NFkB inh | UPR CHOP act | XBP1 UPR activ
25 | CCN(CC)C(=O)c1sc(NC(=O)c2ccncc2)c(C(=O)OC)c1C | 23 | 8 | -1 | -40 | 1 | -20 | -0.6 | 2
26 | COc1ccc(N(CC(=O)Nc2ccc(Cc3ccncc3)cc2)S(=O)(=O)c2ccccc2)cc1 | 2 | 13 | -7 | -2 | 0 | -32 | 0.6 | -2
27 | COCCn1c(CCc2ccccc2)n[nH]c1=S | 16 | 17 | -20 | -16 | -1 | -1 | -0.2 | 1
28 | CCOCc1nnc(NC(=O)CCc2ccccc2)s1 | -12 | -6 | 3 | -23 | 3 | -31 | 0.7 | 0
29 | CC(=O)OCCCNc1cc(SCc2ccco2)c2nonc2c1[N+](=O)[O-] | 16 | 4 | 15 | 2 | -2 | 13 | -0.8 | -2
30 | Cc1ccc(-n2c(CSc3nc(C)cc(C)n3)nnc2SCC(=O)NCc2ccco2)cc1 | 4 | 8 | 16 | 9 | -3 | 18 | 2.4 | -2
31 | COc1ccc(-c2nsc3c(N4CCCCC4)ncnc23)cc1 | 14 | 66* | 0 | -3 | -1 | -217 | -7.8 | -5
32 | CC(C(=O)N1CCCCC1)n1sc2ccccc2c1=O (centres undefined) | 5 | -47 | -8 | -36 | 0 | -15 | 4.8 | -3
33 | O=Cc1ccc(C(=O)OCC(=O)Nc2ccc(F)cc2F)cc1 | 3 | -2 | 16 | 31 | 4 | 25 | 3.4 | -1
34 | Cc1cc(C(=O)Nc2ccccc2Cc2ccccc2)no1 | 4 | 9 | -7 | -4 | 4 | 3 | 0.8 | -3
35 | Cc1ccccc1C(=O)NCC(=O)OCCCOC(=O)CNC(=O)c1ccccc1C | 14 | -1 | -3 | -3 | 11 | 17 | 0.8 | 0
36 | CN(CC(=O)Nc1ccc(N2CCOCC2)cc1)CC(=O)Nc1cccc(C#N)c1 | -13 | -8 | -3 | -2 | -3 | 7 | 0.2 | 2
37 | NC(=O)CSc1nnc(Cc2csc(Nc3ccc(F)cc3)n2)n1Cc1ccccc1 | 11 | -6 | 3 | -3 | -6 | -5 | -0.1 | -1
38 | Cc1ccsc1/C=C1\CCc2ccccc2C1=O | 38 | -126 | 6 | -141 | -3 | -342 | -4.8 | -4
39 | CC(=O)c1cc(CN2CCCCC2)cc(OC(C)C)c1 | 9 | -1 | 1 | -8 | -5 | 22 | 4.3 | -1
40 | Nc1cc(C(=O)O)ccc1Sc1ccccc1C(=O)O | 12 | -15 | 2 | 14 | -1 | 14 | -0.3 | 2
41 | Cn1nnnc1SCCNCc1cccnc1 | 2 | 5 | 16 | -5 | 3 | 20 | -0.1 | -4
42 | CN1C(=O)C2C=CC1C1C(=O)N(c3ccccc3)C(=O)C21 (centres undefined) | 3 | -85 | 18 | -128 | -2 | -217 | 4.1 | -1
43 | COc1ccc(N2CCN(C(=O)CN3CCN(C(c4ccccc4)c4ccccc4)CC3)CC2)cc1 | 6 | 4 | 8 | -3 | -2 | -11 | 0.9 | 1
44 | COC(=O)C1CCN(c2ccc([N+](=O)[O-])cc2[N+](=O)[O-])CC1 | 26 | 7 | 5 | 9 | -2 | 5 | 1.0 | -4
45 | O=C(NCCCNC(=O)c1ccccn1)c1cccc(F)c1 | 4 | 13 | 14 | 16 | 0 | 8 | 1.3 | 3
46 | Cc1c(Cl)c(C(F)(F)F)nn1CC(=O)NN | 25 | -7 | 13 | 9 | 0 | 7 | -1.1 | 1
47 | COc1ccc(O)c(/C=C2/SC(=S)N(Cc3ccccc3)C2=O)c1 | 23 | 31 | -3 | -2 | -1 | -4 | 1.0 | -4
48 | O=C(CCC(=O)N1CCOc2ccccc21)NCCN1CCOCC1 | 11 | -3 | -5 | 1 | -5 | 17 | -1.8 | -1
49 | O=C(NC1CC1)C1=C[C@H](c2csc3ccccc23)C[C@H](OCCCCO)O1 | 16 | 28 | 21 | 6 | 2 | 16 | 0.3 | 0
50 | CC(NC(=O)COC(=O)COc1ccc(C(=O)c2ccccc2)cc1)c1ccccc1 (centres undefined) | 21 | 7 | 3 | 4 | 1 | -10 | 0.4 | -4

Molecules from the list above that have fluorine (8):
# | Molecule | tim23-1 inh | Mdm2 MdmX PPI | APJ antagonist | Jurkat NFkB inh | APJ agonist | 697 NFkB inh | UPR CHOP act | XBP1 UPR activ
6 | CC(=O)/C(C#N)=C1\NC(=O)C(Cc2ccc(F)cc2)S1 (centres undefined) | 18 | 3 | -10 | -9 | 3 | -41 | 0.2 | -1
8 | O=C1OC(N2C(=O)CC[C@H]2C(=O)Nc2cccc(F)c2)c2ccccc21 (some centres undefined) | 0 | 10 | -27 | -4 | 3 | -11 | -2.5 | -2
13 | CCC(Sc1ccc2nnc(-c3ccc(F)cc3)n2n1)C(=O)O (centres undefined) | 17 | -44 | -27 | -11 | -5 | 11 | 0.3 | -3
17 | O/C(=C\Sc1nnc(Cc2ccccc2)o1)c1ccc(F)cc1 | 8 | 0 | 6 | 16 | -6 | 20 | -2.5 | -2
33 | O=Cc1ccc(C(=O)OCC(=O)Nc2ccc(F)cc2F)cc1 | 3 | -2 | 16 | 31 | 4 | 25 | 3.4 | -1
37 | NC(=O)CSc1nnc(Cc2csc(Nc3ccc(F)cc3)n2)n1Cc1ccccc1 | 11 | -6 | 3 | -3 | -6 | -5 | -0.1 | -1
45 | O=C(NCCCNC(=O)c1ccccn1)c1cccc(F)c1 | 4 | 13 | 14 | 16 | 0 | 8 | 1.3 | 3
46 | Cc1c(Cl)c(C(F)(F)F)nn1CC(=O)NN | 25 | -7 | 13 | 9 | 0 | 7 | -1.1 | 1
